Compound activity from PubChem.
mIDH1 inhibitor – blocks human mutant IDH1 R132H enzyme | 390,000 compounds, 0.093% hits | IDH1-R132H enzyme, NADPH consumption, diaphorase/resazurin fluorescence | Potency, µM (top dose mostly 76.6 µM), without a hit: top-dose activity change, negative = inhibition, hits mostly inhibitors | O75874 | AID 602179; also: potency is read from the fitted curve at half-maximal effect; % is scaled to controls: 0 for no effect and ±100 for the full control effect; nearly all actives have a fitted effect of over 65% in size
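IDH1-R132H (0.5 ug/mL) preincubated 30 min with compound, then NADPH (0.016 mM) and alpha-KG (2 mM) added; 80 min at RT, pH 7.5. Remaining NADPH coupled via diaphorase/resazurin to fluorescence (540/590 nm); concentration-response curves normalized to no-enzyme control.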
HP1b binding inh – inhibitors of HP1-beta chromodomain binding to methylated histone tails. AlphaScreen HP1-beta / biotin-H3K9me3 peptide binding. Potency, µM (series often up to 114 µM), for the others: top-dose activity change, negative = inhibition, most hits filed as inhibitors. 390,000 compounds, 0.56% hits. AID 540317; also: potency is read from the fitted curve at half-maximal effect; nearly all actives have a fitted effect of over 70% in size; inactives centre near 23
Target sequence (P83916 whole entry, looked up): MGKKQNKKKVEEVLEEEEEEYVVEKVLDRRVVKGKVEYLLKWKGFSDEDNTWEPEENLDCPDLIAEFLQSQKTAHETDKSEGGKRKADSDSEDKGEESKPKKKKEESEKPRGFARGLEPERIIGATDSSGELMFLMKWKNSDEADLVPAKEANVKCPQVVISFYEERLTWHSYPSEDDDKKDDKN
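Compound inhibition of the preformed complex between 50 nM HP1-beta and 50 nM biotinylated H3K9me3 peptide was read by AlphaScreen. Buffer was PBS pH 7.4 with 0.01% Tween-20. Incubations ran 30 min at room temperature, with 10 ug/mL donor/acceptor beads.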
Pin1 inhibitor – blocks the human prolyl isomerase Pin1. Pin1 FP peptide displacement, HiFluor488, 10 min. Potency, µM (highest dose often 115 µM), for the others: top-dose activity, negative = inhibition, most hits filed as inhibitors. 390,000 compounds, 0.009% hits. Q13526; active = well fitted inhibition curve with a large enough effect in the polarisation, with a control signal flat, not every such curve was filed as active; inconclusive = small, poorly fitted or top-dose-only effect, or effect the other way, or a change in a side signal; inactive = no such curve, though single readings can be large or run the other way; the % refers to the polarisation; also: potency is read from the fitted curve at half-maximal effect; % is scaled to controls: 0 for no effect and ±100 for the full control effect
Target sequence (Q13526 whole entry, looked up): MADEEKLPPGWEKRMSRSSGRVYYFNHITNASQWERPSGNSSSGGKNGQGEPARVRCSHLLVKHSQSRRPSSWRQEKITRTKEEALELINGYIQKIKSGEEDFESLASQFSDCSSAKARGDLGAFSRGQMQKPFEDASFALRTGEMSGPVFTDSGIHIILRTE
rTrxR1 inhibitor – rat TrxR1 inhibition | O89049 | recombinant rTrxR1, NADPH fluorescence consumption, selenite substrate | Potency, µM (top dose mostly 114 µM), without a hit: top-dose activity change, negative = inhibition, usual class: inhibitors | 390,000 compounds, 1% hits | AID 588453; also: potency is read from the fitted curve at half-maximal effect; % is scaled to controls: 0 for no effect and ±100 for the full control effect; nearly all actives have a fitted effect of over 65% in size
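Rat TrxR1 (90 nM in the dispensed reagent) was pre-reduced with 400 uM NADPH for 5 min at room temperature, then incubated with compound for 15 min. After 400 uM selenite was added, NADPH fluorescence (Ex 340/Em 450 nm) was followed for 8 min.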
USP1 inh – inhibitors of human USP1/UAF1 deubiquitinase; 390,000 compounds, 0.23% hits; Potency, µM (highest dose often 57.1 µM), for the others: top-dose activity change, negative = inhibition, most hits filed as inhibitors; O94782; recombinant USP1/UAF1, Ub-Rhodamine cleavage fluorescence; also: potency is read from the fitted curve at half-maximal effect; % is scaled to controls: 0 for no effect and ±100 for the full control effect; nearly all actives have a fitted effect of over 60% in size; inactives centre near -12
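In this screen, compounds sit with the deubiquitinase complex (1nM) for 15 min at room temperature before Ub-Rho is added at 150nM final. Fluorescence rise is then followed for 6 reads every 60 seconds.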
PI4K2A inh – PI4K2A (human) kinase inhibition; Q9BTU6; purified PI4K2A, ADP-Glo luminescence, 1 h; active compounds read low; activity change, negative = inhibition, % at 76.9 µM; 420,000 compounds, 0.13% hits; AID 1346378; in the data active = activity change below about -50%; inconclusive = mostly about -30% to -49%;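 also: -100% = wells without enzyme as full effect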
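In this quantitative HTS, ADP production by PI4K2A was quantified luminescently after 1 h at ambient temperature; 100 microM adenosine served as plate-quality control.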
PGK inhibitor – blocks T. brucei phosphoglycerate kinase; 380,000 compounds, 0.043% hits; PGK/GAPDH coupled, Kinase-Glo luminescence, 60 min; Potency, µM (highest dose often 57.5 µM), inactives show at the highest dose activity change, negative = inhibition, actives largely listed as inhibitors; P07378; also: potency is read from the fitted curve at half-maximal effect; % is scaled to controls: 0 for no effect and ±100 for the full control effect; nearly all actives have a fitted effect of over 60% in size
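Recombinant glycosomal PGK reaction used 1,3-bisphosphoglycerate generated in-well by GAPDH (100nM final) in 100mM TEA pH 7.6, 5mM MgCl2, 0.01% Tween-20. After 60 minutes at room temperature, ATP was read by Kinase-Glo Plus luminescence end-point.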
GLS inh – blocks human kidney-isoform glutaminase activity. O94925. GLS enzymatic activity, qHTS titration. Potency, µM (doses to about 45.5 µM), for the others: at the top dose activity change, negative = inhibition, usual class: inhibitors. 410,000 compounds, 0.21% hits. AID 624170; also: potency is read from the fitted curve at half-maximal effect; % is scaled to controls: 0 for no effect and ±100 for the full control effect
Target sequence (O94925 whole entry, looked up, canonical isoform): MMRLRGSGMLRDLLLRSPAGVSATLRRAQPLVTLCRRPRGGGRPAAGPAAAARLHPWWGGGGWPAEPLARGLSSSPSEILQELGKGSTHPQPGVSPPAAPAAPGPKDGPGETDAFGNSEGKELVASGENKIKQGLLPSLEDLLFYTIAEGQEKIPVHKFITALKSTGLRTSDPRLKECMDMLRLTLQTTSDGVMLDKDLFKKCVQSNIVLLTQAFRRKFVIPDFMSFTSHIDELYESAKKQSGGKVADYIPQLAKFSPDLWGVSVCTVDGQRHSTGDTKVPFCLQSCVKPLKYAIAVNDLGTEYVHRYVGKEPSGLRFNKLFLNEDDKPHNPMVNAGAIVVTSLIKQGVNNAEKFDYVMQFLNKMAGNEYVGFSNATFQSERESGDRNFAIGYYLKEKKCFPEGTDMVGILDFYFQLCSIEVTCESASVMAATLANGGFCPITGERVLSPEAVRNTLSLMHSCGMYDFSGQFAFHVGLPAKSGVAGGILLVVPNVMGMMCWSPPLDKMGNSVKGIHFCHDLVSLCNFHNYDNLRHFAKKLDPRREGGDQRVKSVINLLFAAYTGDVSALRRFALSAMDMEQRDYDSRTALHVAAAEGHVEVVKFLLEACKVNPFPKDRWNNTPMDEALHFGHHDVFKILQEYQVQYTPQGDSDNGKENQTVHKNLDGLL
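Glutamate formation by hKGA was monitored fluorometrically using coupled glutamate oxidase, HRP and Amplex Red. Substrate was added as 1 mM L-glutamine solution; incubation was 30 min at RT after an initial read.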
TrxR1 substrate – is turned over as a substrate by rat TrxR1. O89049. purified TrxR1 substrate turnover, NADPH consumption readout. Potency, µM (highest dose often 114 µM), for the others: at the top dose activity change, negative = substrate turnover. 390,000 compounds, 0.01% hits; also: potency is read from the fitted curve at half-maximal effect; % is scaled to controls: 0 for no effect and ±100 for the full control effect; nearly all actives have a fitted effect of over 50% in size
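Rat TrxR1, dispensed at 90 nM, was prereduced with 400 uM NADPH (final) for 5 min at ~22 deg C, then incubated with compound 15 min before 400 uM selenite. A first-read NADPH fluorescence drop versus no-compound background flagged substrates.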
* hit, by the source's call; i = inactive; ? = inconclusive; & = joins results of further samples; [ ] = dose if it differs, or a comment. Unless noted, calls follow the shape of the dose curve; as a rule, active = well fitted curve in the direction sought with a large enough effect; inconclusive = small, poorly fitted or top-dose-only effect, or another doubt; inactive = no such curve, though single readings can be large; an effect the other way counts as inactive or inconclusive. The list is partial (hit frequency here may not be typical).

Preview:
(1) COc1ccc(OC)c(NC(=O)CCNS(=O)(=O)c2ccc3[nH]c(=O)oc3c2)c1
(2) OCCN1CCN(CC(O)C(F)(F)F)CC1 (centres undefined)
(3) CCNc1nc(NCC)n2c(SCC(=O)Nc3ccccc3)nnc2n1
(4) O=S(=O)(Nc1ccc(-c2ccc(NS(=O)(=O)c3ccccc3)cc2)cc1)c1ccccc1

assay / entry,1,2,3,4
mIDH1 inhibitor,-8%,0%,0%,-5%
HP1b binding inh,30%,53%[activator],24%,12%[57 µM]
Pin1 inhibitor,-1%,1%,-3%,6%
rTrxR1 inhibitor,15%,4%,11%[57.1 µM],-1%[57.1 µM]
USP1 inh,-29%,-6%,-15%,-27%
PI4K2A inh,-1,-5,-1,5
PGK inhibitor,5%,-4%,-3%,7%
GLS inh,-2%,-3%,8%,5%
TrxR1 substrate,4%,2%,7%[57.1 µM],4%[57.1 µM]

Results, repeating the preview:
(1) COc1ccc(OC)c(NC(=O)CCNS(=O)(=O)c2ccc3[nH]c(=O)oc3c2)c1
(2) OCCN1CCN(CC(O)C(F)(F)F)CC1 (centres undefined)
(3) CCNc1nc(NCC)n2c(SCC(=O)Nc3ccccc3)nnc2n1
(4) O=S(=O)(Nc1ccc(-c2ccc(NS(=O)(=O)c3ccccc3)cc2)cc1)c1ccccc1
(5) COc1ccc2c(C(=O)CN(C)C3CCCCC3)c[nH]c2c1
(6) CN(C)CCNC(=O)CCCN1C(=O)c2cccnc2Oc2ccc(Cl)cc21
(7) O=C(CNC(=O)c1cc(Cl)cc([N+](=O)[O-])c1)NC1CC1
(8) CCOc1ccccc1C(=O)NCC(=O)NCC(C)(C)N1CCOCC1
(9) O=C(NN=C1CCCC1)c1ccc(O)cc1O
(10) CCOCCCn1c(=S)[nH]c2cc(C(=O)NC3CCCC(C)C3C)ccc2c1=O (centres undefined)

assay / entry,1,2,3,4,5,6,7,8,9,10
mIDH1 inhibitor,-8%,0%,0%,-5%,0%,-2%,-3%,-1%,-9%,0%
HP1b binding inh,30%,53%[activator],24%,12%[57 µM],24%,31%,32%,33%[activator],15%,25%
Pin1 inhibitor,-1%,1%,-3%,6%,?,-2%,-2%,0%,?,13%
rTrxR1 inhibitor,15%,4%,11%[57.1 µM],-1%[57.1 µM],-14%,5%,11%,25%,19%,7%
USP1 inh,-29%,-6%,-15%,-27%,-12%,-13%,-12%,-14%,-5%,-31%
PI4K2A inh,-1,-5,-1,5,2,-2,8,-2,-4,-2
PGK inhibitor,5%,-4%,-3%,7%,i,-2%,-2%,-1%,9%,i
GLS inh,-2%,-3%,8%,5%,-1%,1%,3%,0%,22%,-6%
TrxR1 substrate,4%,2%,7%[57.1 µM],4%[57.1 µM],2%,1%,3%,5%,3%,-2%

(11) COc1ccc(C2c3ccsc3CCN2C(C)=O)cc1 (centres undefined)
(12) CSc1nnnn1-c1ccc(Cl)cc1
(13) CCCCCCCN1C2=NCCCN2c2ccccc21
(14) O=C1N=C(N2CCOCC2)S/C1=C\c1cccs1
(15) CC1(C)CC(NC(=O)c2ccc(Cl)c(Cl)c2)CC(C)(C)N1
(16) CO/N=C/c1ccc(N2CCN(C(=O)c3ccc(F)cc3)CC2)c([N+](=O)[O-])c1
(17) Cc1ccc(C)c(NC(=S)NC23CN4CN(CN(C4)C2)C3)c1
(18) O=C(N[C@@H](Cc1ccccc1)C(=O)OCc1ccccc1)c1nc[nH]c1C(=O)N1CCc2ccccc2C1
(19) CCOc1ccc(OCC)c(NC(=O)CSc2nnc(C3CC3)n2CC)c1
(20) NC(=O)c1ccccc1-c1nc(-c2ccccc2)no1

assay / entry,11,12,13,14,15,16,17,18,19,20
mIDH1 inhibitor,-1%,-4%,14%,-3%,0%,8%,0%,-1%[38.3 µM],-9%,4%
HP1b binding inh,29%,31%,20%,0%,5%,-35%,28%,19%,14%,71%[activator]
Pin1 inhibitor,2%,3%,1%,-4%,-3%,-13%,-1%,48%[activator],0%,0%
rTrxR1 inhibitor,21%,11%[57.1 µM],-9%,-11%,37%[activator],-1%,15%[57.1 µM],6%,14%,16%
USP1 inh,-21%,-5%,-19%,-14%,-21%,-12%,-18%,?,-8%,-16%
PI4K2A inh,-4,-2,-4,-5,1,4,0,-6,1,7
PGK inhibitor,-6%,7%,i,6%,-10%,-5%,0%,3%,-6%,i
GLS inh,0%,-3%,0%,2%,-15%,0%,-2%,5%,12%,-1%
TrxR1 substrate,2%,0%[57.1 µM],-11%,-14%,9%,-12%,9%[57.1 µM],-10%,2%,6%

(21) Cc1cccc(N2CCN(S(=O)(=O)c3c(C)nc4scc(C)n4c3=O)CC2)c1C
(22) CCN1CCN(CCCNC(=O)CN2C(=O)c3cccnc3Oc3ccc(Cl)cc32)CC1
(23) CNC(=O)c1c(NC(=O)/C=C/c2ccccc2Cl)sc2c1CCC2
(24) COc1ccc(OC(=O)c2ccncc2)cc1
(25) Cc1ccc(C(=O)N2CCCC(Nc3cccc(F)c3)C2)cc1N1CCNC1=O (centres undefined)
(26) CC(C)C(NS(=O)(=O)c1cccc2nsnc12)C(=O)NC1CCCCC1C (centres undefined)
(27) CCN(CC)C(=O)c1cccc(NC(=O)C2=COCCO2)c1
(28) O=C1CCCC2=C1C(c1ccc3c(c1)OCO3)c1c([nH]n(-c3ccccc3)c1=O)N2 (centres undefined)
(29) Cc1ccccc1C(=O)Nc1ccccc1NC(=O)c1ccccc1C
(30) COc1ccc2c(c1OC)C(=O)OC2CC(=O)c1ccc(O)c(O)c1 (centres undefined)

assay / entry,21,22,23,24,25,26,27,28,29,30
mIDH1 inhibitor,0%&-4%,2%,9%,1%,7%,-1%,-11%,8%,-2%,1%
HP1b binding inh,2%&22%,19%,17%[57 µM],53%[activator],9%,31%,33%,-4%,19%,2%
Pin1 inhibitor,2%&8%,-6%,2%,0%,0%,-6%,1%,-1%,4%,0%
rTrxR1 inhibitor,9%&20%,27%,7%[57.1 µM],2%,-5%,-7%,14%,?,16%,-6%
USP1 inh,-22%&-4%,-6%,-20%,-12%,-21%,-9%,-6%,-19%,-19%,3%
PI4K2A inh,-5&-2,4,-4,-8,1,2,-6,-6,-2,-5
PGK inhibitor,5%&-1%,0%,3%,-1%,i,-3%,-2%,-3%,i,3%
GLS inh,0%&-4%,6%,7%,0%,4%,-16%,-1%,21%,-3%,23%
TrxR1 substrate,0%&0%,4%,5%[57.1 µM],0%,-5%,-11%,-5%,8%,1%,-5%

(31) CCN(Cc1ccccc1)C(=O)COC(=O)CNS(=O)(=O)c1ccc(C)cc1
(32) CCNC(=S)N/N=C(\C)c1ccc(N2CCOCC2)cc1
(33) CCOC(=O)c1c(C)oc2nc(C)nc(NCCc3ccc(Cl)cc3)c12
(34) CN(C)c1ccc(P(=O)(CC(=O)N/N=C/c2ccc(C#N)cc2)OCCCl)cc1 (centres undefined)
(35) COc1ccc(-n2c(Cc3cccn3C)nnc2SCC(=O)Nc2nc(C)cs2)cc1
(36) Clc1ccc(-c2nnc3n2CCCC3)cc1Cl
(37) CC(C)(C)OC(=O)N1Cc2ccccc2C[C@H]1C(=O)O
(38) COc1ccc(-c2ccc(SCC(=O)N3CCOCC3)nn2)cc1OC
(39) O=C(NCc1ccccc1)/C(NC(=O)c1ccccc1)=C(/Sc1ccccn1)c1ccccc1
(40) O=C(CCc1ccccc1)Nc1ccccc1C(F)(F)F

assay / entry,31,32,33,34,35,36,37,38,39,40
mIDH1 inhibitor,7%,-8%,0%,-7%,8%,7%,3%,9%,6%,-8%
HP1b binding inh,40%[activator],-1%,10%,34%,64%[activator],11%,2%,-5%,35%,21%
Pin1 inhibitor,0%,-1%,-2%,-1%,2%,0%,-4%,-3%,2%,2%
rTrxR1 inhibitor,6%,-16%,32%,-19%,-14%[57.1 µM],31%,12%[57.1 µM],24%,-3%,12%[57.1 µM]
USP1 inh,-18%,-14%,-3%,-6%,-18%,2%,?,-8%,-7%,-8%
PI4K2A inh,4,3,5,-2,-2,3,2,-6,-7,-2
PGK inhibitor,-17%,-4%,i,-3%,-5%,-5%,0%,-6%,-3%,-3%
GLS inh,-7%,14%,1%,8%,-3%,13%,3%,1%,-9%,10%
TrxR1 substrate,5%,-5%,2%,-16%,-10%[57.1 µM],10%,-5%,2%,-6%,9%[57.1 µM]

(41) CCNC(=S)N1CC(C)OC(C)C1 (centres undefined)
(42) O=C(NC1CCCC1)C(c1ccccn1)N(Cc1ccc(F)cc1)C(=O)c1csnn1 (centres undefined)
(43) Cc1cc(Nc2sc(C(=O)c3ccc(F)cc3)c(N)c2C(=O)Nc2ccc(F)cc2)ccc1Cl
(44) CC(C)OC(=O)c1c(NC(=O)c2cccs2)sc2c1CCCC2
(45) Cc1ccc2c(c1)C(O)(C1COC(C)(C)CC1=O)C(=O)N2C (centres undefined)

assay / entry,41,42,43,44,45
mIDH1 inhibitor,0%,4%,-16%,-3%,8%
HP1b binding inh,29%,3%,-2%,190%[activator],38%
Pin1 inhibitor,8%,2%,-6%,-1%,-3%
rTrxR1 inhibitor,-5%,11%,10%[57.1 µM],29%,11%
USP1 inh,-16%,-12%,-13%,-23%,-20%
PI4K2A inh,1,3,1,3,1
PGK inhibitor,2%,i,-7%,i,-1%
GLS inh,1%,3%,-3%,1%,8%
TrxR1 substrate,-3%,1%,1%[57.1 µM],25%,1%
